# CBFb RUNX1 block = blocks binding between human CBF-beta and RUNX1; Q01196+Q13951; AlphaScreen CBFb-His/RUNX1-biotin binding, biochemical; Potency, µM (highest dose often 59.8 µM), for inactives: at the top dose activity, negative = inhibition, usual class: inhibitors; 230,000 tested, under 10 active; note: % of control where 0% means no effect
# Target sequence (Q01196 whole entry, looked up): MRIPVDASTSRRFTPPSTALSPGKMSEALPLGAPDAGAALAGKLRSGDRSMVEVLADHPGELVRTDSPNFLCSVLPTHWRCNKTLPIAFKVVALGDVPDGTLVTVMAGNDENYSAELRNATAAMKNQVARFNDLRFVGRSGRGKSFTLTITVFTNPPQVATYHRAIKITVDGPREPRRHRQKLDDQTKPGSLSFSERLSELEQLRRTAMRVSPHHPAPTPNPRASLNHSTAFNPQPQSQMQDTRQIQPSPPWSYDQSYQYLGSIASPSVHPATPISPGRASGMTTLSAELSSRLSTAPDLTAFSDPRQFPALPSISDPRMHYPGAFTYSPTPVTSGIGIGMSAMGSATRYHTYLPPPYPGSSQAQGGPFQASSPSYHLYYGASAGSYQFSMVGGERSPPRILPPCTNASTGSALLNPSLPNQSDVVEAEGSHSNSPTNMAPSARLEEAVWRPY
# Target sequence (Q13951 whole entry, looked up): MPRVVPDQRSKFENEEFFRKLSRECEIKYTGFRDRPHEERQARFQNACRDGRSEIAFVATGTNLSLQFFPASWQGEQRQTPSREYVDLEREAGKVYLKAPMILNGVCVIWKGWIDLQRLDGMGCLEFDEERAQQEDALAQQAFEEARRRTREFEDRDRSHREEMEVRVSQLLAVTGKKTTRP
#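 Bead-based AlphaScreen assay; binding partners His-tagged CBF-beta and biotinylated RUNX1 at 30 nM each. Compound exposure 15 min after a 20-min protein preincubation; bead step 90 min; all steps at room temperature.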
# IMPase Li cell = cell-permeable IMPase inhibitors with lithium potentiation | AID 1457 | Potency, µM (top dose mostly 59.4 µM), without a hit: at the highest dose activity, negative = IMPase inhibition, most hits filed as inhibitors | CHO-M1 cells, IP1 TR-FRET (IP-One), carbachol + lithium | hit rate 0.35% among 210,000;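 note: IP1 builds up when IMPase is blocked and the TR-FRET signal falls; potency is the fitted concentration of half-maximal effect; plate controls were basal vehicle for no effect and high inhibitor control for full effect; nearly all actives have a fitted effect of over 50% in size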
#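 IP1 accumulation measured by competitive TR-FRET in lysed CHO-M1 cells after 30 min compound exposure at 37C, with a small lithium addition to potentiate weak responses. Hill-equation AC50 from ratio and donor-channel data.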
# HttQ103 aggreg = mutant huntingtin aggregation inhibition. Potency, µM (highest dose often 46.1 µM), inactives show at the top dose activity change, negative = inhibition, actives largely listed as inhibitors. PC12 HttQ103-GFP aggregates, Acumen cytometry, 40 h. AID 1688. hit rate 1.1% among 220,000; note: potency is the fitted concentration of half-maximal effect; % is set by controls: 0 for no effect and ±100 for the full control effect; nearly all actives have a fitted effect of over 60% in size
#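 Aggregate formation scored by laser-scanning cytometer (488 excitation, 500–530 emission) in lysed PC12 cells expressing Q103-GFP after 100 nM tebufenozide induction; library tested in dose series, with ATPLite reagent added in the multiplex.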
# LMNA splice mod = LMNA splicing modulation; HeLa LMNA splicing GFP/RFP minigene ratio, 48 h; Potency, µM (doses to about 46.1 µM), for the others: top-dose ratio change, negative = inhibition, usual class: inhibitors; hit rate 0.01% among 200,000; active = well fitted inhibition curve with a large enough effect in the signal ratio, with a control signal flat, not every such curve was filed as active; inconclusive = small, poorly fitted or top-dose-only effect, or effect the other way, or a change in a side signal; the % refers to the signal ratio; note: potency is the fitted concentration of half-maximal effect; % is set by controls: 0 for no effect and ±100 for the full control effect
#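 S3 HeLa stable clones carrying a lamin A-EGFP splicing minigene plus DsRed2 were seeded at 600 cells/well in Opti-MEM with 2% FBS, pin-dosed and incubated 48 h at 37°C. Acumen cytometry (488 nm) gave the GFP/RFP total-intensity ratio.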
# KinaseGlo FLuc = counter-screen: inhibitors of Kinase-Glo firefly luciferase; Potency, µM (titrated, usually from 38.3 µM), inactives show at the top dose activity change, negative = inhibition, usual class: inhibitors; hit rate 0.28% among 200,000; AID 1379; Q27757; Kinase-Glo luciferase, ATP luminescence, 8 min; note: potency is the fitted concentration of half-maximal effect; % is set by controls: 0 for no effect and ±100 for the full control effect; nearly all actives have a fitted effect of over 60% in size
#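 Inhibition of Kinase-Glo luciferase light generation was assessed at 10 uM ATP in pH 7.2 imidazole buffer, with luminescence measured after eight minutes at ambient temperature.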
# SMN2 splice enh = SMN2 splice variant enhancement; HEK293 SMN2-luciferase splicing reporter, luminescence, 30-36 h; Potency, µM (doses to about 46.1 µM), for inactives: top-dose activity change, positive = activation, most hits filed as activators; hit rate 2.8% among 210,000; AID 1458; note: potency is the fitted concentration of half-maximal effect; % of control where 0% means no effect; nearly all actives have a fitted effect of over 55% in size
#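 HEK293 cells carry an SMN2 […]–luciferase reporter in which exon 7 inclusion puts luciferase in frame. Cells were plated 10-12 h before compound addition, then incubated 30-36 h at 37C. ONE-Glo luminescence was read; sodium butyrate at 4.5 mM final served as control.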
# HTT cytoprotect = protects HTT-Q103 PC12 cells, measured by ATP. PC12 HTT-Q103 induced, cytoprotection, ATP luminescence, 40 h. Potency, µM (top dose mostly 56.4 µM), for the others: cytoprotection (ATP increase), hits mostly activators. hit rate 0.14% among 230,000. AID 1471;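 note: potency is the fitted concentration of half-maximal effect; % of control where 0% means no effect; nearly all actives have a fitted effect of over 45% in size; toxic huntingtin expression switched on by the ecdysone agonist tebufenozide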
#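 Quantitative HTS on tebufenozide-induced (100 nM) PC12 cells expressing HTTQ103 exon 1–GFP; compounds tested as a concentration series; survival measured via cellular ATP.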
# Starred values were filed as active, the others as inactive; ? = inconclusive; · = no result given; [ ] = dose if it differs, or a comment. Unless noted, calls come from the whole dose curve; as a rule, active = well fitted curve in the direction sought with a large enough effect; inconclusive = small, poorly fitted or top-dose-only effect, or another doubt; inactive = no such curve, though single readings can be large; an effect the other way counts as inactive or inconclusive.
SMILES,CBFb RUNX1 block,IMPase Li cell,HttQ103 aggreg,LMNA splice mod,KinaseGlo FLuc,SMN2 splice enh,HTT cytoprotect
COc1cccc(C(=O)O/N=C/c2ccc(Sc3ccc(C)cc3)nc2)c1,-2%,9%[38.3 µM],-14%,11%,1%,-7%,6%
Cc1cccnc1NC(=O)c1c(O)c2ccccc2n(C)c1=O,1%,24%[38.3 µM],-7%,-6%,-2%,3%,-13%
CCSCc1nnc(SCC(=O)Nc2ccc(OC)cc2)n1C,1%,9%,7%,·,0%,?,13%[10 µM]
CC1=C(C(N)=O)C(c2cccs2)n2nc(-c3cccc(C)c3)nc2N1 (centres undefined),5%,7%[38.3 µM],8%,10%,0%,-3%,0%
COc1ccnc(NCc2cccc(C(F)(F)F)c2)c1C#N,-1%,3%[38.3 µM],16%,12%,-2%,6%,-33%[inhibitor]
O=C(CN1CCCN(Cc2ccc(F)cc2Cl)C1=O)NCc1ccccc1,4%,-1%,-5%,-16%,2%,-30%,-1%[10 µM]
CC(=O)N(CN1C(=O)c2ccccc2C1=O)c1ccc2c(c1)oc1ccccc12,6%,8%,13%,?,-1%,3%,26%[10 µM]
CCc1ccc(NC(=O)c2n[nH]c(=O)c3ccccc23)cc1,1%,·,-11%[9.22 µM],·,·,·,-1%[10 µM]
Cc1ccc(NC(=O)CCc2c(C)nc3ncnn3c2C)cc1,0%,-9%[38.3 µM],15%,2%,-2%,-2%,6%
CC1=CCC(C(=O)O)(C(=O)N/N=C/c2cccs2)C(c2ccc(F)cc2)C1 (centres undefined),0%,12%[38.3 µM],?,-8%,20%,-7%,7%
O=C(c1ccc2c(c1)OCCO2)C1CCN(C(=O)c2ccc(F)cc2)CC1,2%,8%[38.3 µM],-22%,?,1%,-81%[inhibitor],13%[10 µM]
COC(=O)Cn1c2[n+](c3ccccc31)CC(O)CS2 (centres undefined),8%,2%,3%,3%,8%,13%,-2%[1.9 µM]

# An excerpt from above in order of the CBFb RUNX1 block value, largest number first.
molecule	CBFb RUNX1 block
COC(=O)Cn1c2[n+](c3ccccc31)CC(O)CS2 (centres undefined)	8%
O=C(c1ccc2c(c1)OCCO2)C1CCN(C(=O)c2ccc(F)cc2)CC1	2%
Cc1cccnc1NC(=O)c1c(O)c2ccccc2n(C)c1=O	1%
Cc1ccc(NC(=O)CCc2c(C)nc3ncnn3c2C)cc1	0%
COc1ccnc(NCc2cccc(C(F)(F)F)c2)c1C#N	-1%

# The listing picks up, starting 3 compounds before the break.
SMILES,CBFb RUNX1 block,IMPase Li cell,HttQ103 aggreg,LMNA splice mod,KinaseGlo FLuc,SMN2 splice enh,HTT cytoprotect
CC1=CCC(C(=O)O)(C(=O)N/N=C/c2cccs2)C(c2ccc(F)cc2)C1 (centres undefined),0%,12%[38.3 µM],?,-8%,20%,-7%,7%
O=C(c1ccc2c(c1)OCCO2)C1CCN(C(=O)c2ccc(F)cc2)CC1,2%,8%[38.3 µM],-22%,?,1%,-81%[inhibitor],13%[10 µM]
COC(=O)Cn1c2[n+](c3ccccc31)CC(O)CS2 (centres undefined),8%,2%,3%,3%,8%,13%,-2%[1.9 µM]
Cc1cccc2sc(NC(=O)CCNS(=O)(=O)c3cccc4nonc34)nc12,-9%,0%[38.3 µM],-14%,?,-4%,-27%,-8%
CCOC(=O)C1C(=O)CC(C)(O)C(C(=O)OCC)C1c1cccc(OC)c1 (centres undefined),1%,6%[38.3 µM],5%,0%,4%,-6%,4%
[N-]=[N+]=CC(=O)C(Cc1ccccc1)N1C(=O)c2ccccc2C1=O (centres undefined),4%,1%[38.3 µM],11%[9.22 µM],2%,-4%,?,-7%[0.074 µM]
CCOC(=O)CC(N)c1ccc2c(c1)OCO2 (centres undefined),1%,-9%[38.3 µM],-9%,5%,-2%,-11%,4%
COC(=O)Cn1c(=O)cnc2ccccc21,3%,13%[38.3 µM],-2%,5%,2%,-7%,1%
CCc1nnc(NC(=O)CN2CCN(c3ccccc3OC)CC2)s1,5%,4%[38.3 µM],-5%,0%,0%,-3%,5%
NC(=O)C1(N2CCCCC2)CCN(c2ccc3nnc(-c4ccccc4)n3n2)CC1,-1%,1%[38.3 µM],-1%,4%,-3%,8%,0%
Nc1nonc1C(=O)OCC(=O)c1ccc(Cl)cc1,1%,-7%,-1%,-10%,4%,-11%,26%[10 µM]
COc1cc([N+](=O)[O-])c(OC)cc1SCc1n[nH]c(=S)n1-c1ccc(C)cc1,-1%,·,-13%[9.22 µM],·,·,·,0%[10 µM]
COc1cc(C(=O)Nc2sc3c(c2C#N)CCN(C(C)=O)C3)cc(OC)c1OC,12%,-26%[38.3 µM],-2%,-18%,-2%,?,-13%[10 µM]
CCOc1ccc(C2N(c3ccc(F)cc3)C(=O)C3CCCN32)cc1OC (centres undefined),3%,3%[38.3 µM],-2%,4%,3%,5%,-13%
O=C(NC(=S)N(CC1CCC1)CC1CCCO1)c1cccc([N+](=O)[O-])c1 (centres undefined),-1%,6%,-5%[9.22 µM],8%[46 µM],-2%,·,20%[10 µM]
CC(C)COc1ccc(CNC(=S)NCc2ccccc2)cc1,0%,8%[38.3 µM],15%[9.22 µM],8%,-7%,-2%,-27%
N#Cc1ccc(-c2csc(NC(=O)c3ccc(N4C(=O)CCC4=O)cc3)n2)cc1,3%,·,-15%[9.22 µM],·,·,·,?
COc1ccc(C2=Nn3c(nnc3C3CCCCC3)SC2)cc1OC,5%,30%[activator][38.3 µM],27%,?,-2%,19%,-11%
O=C(CN1C(=O)CC(c2ccccc2)=Nc2ccccc21)NCc1ccco1,2%,22%[38.3 µM],1%,11%,-1%,-43%[inhibitor],-5%
CCc1sc(NC(=O)c2cc3ccccc3oc2=O)nc1-c1cccs1,4%,-4%,-8%,-11%,-2%,-18%,2%[10 µM]
O=C(NNc1nc2c(F)cc(F)cc2s1)C1COc2ccccc2O1 (centres undefined),-4%,-2%,1%,·,-2%,16%,·
COc1ccc(COc2ccc(C3C(S(=O)(=O)c4ccccc4)CON3C)cc2OC)cc1 (centres undefined),1%,10%,-22%,?,1%,-12%,6%[10 µM]
NC(=NC(=O)c1ccc(Cl)cc1)N1N=CCC1c1ccccc1 (centres undefined),5%,1%,0%,·,-1%,-41%[inhibitor],-15%
Cc1ccc(Oc2nn[nH]n2)cc1,-1%,2%[38.3 µM],3%,3%,3%,-5%,-11%
COc1cccc(C(=O)NCC(=O)n2nc(C)cc2C)c1,4%,·,-2%,-7%,·,·,-3%
O=C(N/N=C/c1ccc(N2CCOCC2)cc1)c1cccs1,-6%,9%,14%,-20%[46 µM],?,11µM*,15%[10 µM]
CC(=O)c1cc2c(s1)-c1cc(F)ccc1OC2,30%,·,-10%[9.22 µM],·,·,·,-2%[10 µM]
O=S(=O)(Nc1cnc2ccccc2c1)N1CCCCCC1,6%,-17%[38.3 µM],?,?,3%,-18%,-22%
NNC(=O)c1ccc(Cn2cc(Br)cn2)o1,6%,·,-23%[9.22 µM],·,·,·,10%[10 µM]
O=C(Cc1ccc(Cl)cc1)c1c(O)cc(O)cc1O,-4%[21.7 µM],23%,·,·,-1%,·,-5%[1.9 µM]
CC(C)(C)NC(=O)C(c1ccccc1F)N(Cc1ccco1)C(=O)c1csnn1 (centres undefined),0%,·,10%,-2%,·,·,9%
Cc1nnc(-c2ccccc2)c(=O)n1/N=C/c1c(O)ccc2ccccc12,?,0%[38.3 µM],3.2µM*,?,-4%,-17%,-51%[inhibitor]
O=C1N=C(N2CCN(Cc3ccccc3)CC2)S/C1=C/c1cccs1,9%,·,7%[9.22 µM],·,·,·,6%[10 µM]
O=C(Nc1cccc2cccnc12)c1cccc2ccccc12,9%,27%[38.3 µM],3%[9.22 µM],-8%,1%,-23%,-5%
CCOc1cccc(-c2nnc3sc(C4CCCCC4)nn23)c1,4%,2%[38.3 µM],?,?,-7%,-16%,-7%
COc1ccc([N+](=O)[O-])cc1NC(=O)C(C)OC(=O)c1ccccn1 (centres undefined),5%,-9%,-7%,-4%[46 µM],3%,11%,-23%
CSC(=S)N/N=C/c1c[nH]c2ccccc12,-17%,5%,10%,-4%,3%,0%,17%[1.9 µM]
O=S(=O)(Nc1nc2ccccc2nc1NCC1CCCO1)c1cccc(Cl)c1 (centres undefined),-2%,·,-6%[9.22 µM],·,·,·,22%[10 µM]
Cc1nn(C(CC(=O)O)C(=O)O)c(C)c1Br (centres undefined),9%,5%,-3%,3%,1%,-3%,2%[10 µM]
CC1CC(=O)C2=C(C1)Nc1ccccc1N=C2 (centres undefined),-2%,23%[38.3 µM],-14%,13%,-3%,-5%,10%
Cc1nonc1OCCN1CCN(c2ccc([N+](=O)[O-])cc2)CC1,-8%,·,21%[9.22 µM],·,·,·,20%[10 µM]
COC(=O)c1cnn(-c2ccc(F)cc2F)c1/C=N/NC(N)=S,6%,·,13%[9.22 µM],·,·,·,2%[10 µM]
CC(C)(C)Cc1nnc(NC(=O)c2cc(-c3ccccc3)nc3ccccc23)s1,-2%,15%[38.3 µM],?,-1%,-1%,-2%,16%

# Among those listed so far, these contain a cyano group:
SMILES,CBFb RUNX1 block,IMPase Li cell,HttQ103 aggreg,LMNA splice mod,KinaseGlo FLuc,SMN2 splice enh,HTT cytoprotect
COc1ccnc(NCc2cccc(C(F)(F)F)c2)c1C#N,-1%,3%[38.3 µM],16%,12%,-2%,6%,-33%[inhibitor]
COc1cc(C(=O)Nc2sc3c(c2C#N)CCN(C(C)=O)C3)cc(OC)c1OC,12%,-26%[38.3 µM],-2%,-18%,-2%,?,-13%[10 µM]
N#Cc1ccc(-c2csc(NC(=O)c3ccc(N4C(=O)CCC4=O)cc3)n2)cc1,3%,·,-15%[9.22 µM],·,·,·,?

# Screening results as filed in PubChem BioAssay.

# Hits appear at their usual frequency; overall some 4% were active at least once.
